# Screens (PubChem BioAssay)
# ERG Ets-DNA blk = qHTS for Small Molecule Inhibitors of the ERG Ets/DNA interaction | Transcriptional regulator ERG (Homo sapiens), P11308 | fluorescence polarization, His-ERG Ets domain / labelled DNA | Potency, µM (series often up to 76.9 µM), without a hit: at the top dose FP activity, negative = inhibition, hits mostly inhibitors | 370,000 tested, 0.028% active | AID 624246, 2012; active = well fitted inhibition curve with a large enough effect in the polarisation, with a control signal flat; inconclusive = small, poorly fitted or top-dose-only effect, or effect the other way, or a change in a side signal; inactive = no such curve, though single readings can be large or run the other way; the % refers to the polarisation;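 note: polarization taken with two DNA probes labelled with fluorescein and Texas red; potency is the fitted concentration of half-maximal effect; % of control where 0% means no effect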
#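 His-tagged ERG Ets domain (1 uM in the protein solution; 300mM KCl, 50mM Tris-HCl, 1mM EDTA, 1mM DTT, pH 7.5) received compound, then a probe mix of 5 nM fluorescein-DNA and 100nM Texas-615-DNA. Fluorescence polarization was read for both dyes.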
# Vif-A3F inh = qHTS for Inhibitors of Vif-A3F Interactions: qHTS. HeLa A3F-eYFP + Vif (tagged APOBEC3F with the HIV-1 protein that degrades it), YFP fluorescence increase. Potency, µM (highest dose often 46.1 µM), for the others: top-dose activity, negative = active. 390,000 tested, 0.2% active; note: potency is the fitted concentration of half-maximal effect; % of control where 0% means no effect; nearly all actives have a fitted effect of over 65% in size
#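 Fluorescence increase (Ex 488/Em 500-530) after overnight compound treatment at 37 deg C flags inhibition of Vif-driven A3F-eYFP loss in stable HeLa A3F-eYFP/Vif cells seeded overnight beforehand.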
# Vif-A3G inh = qHTS for Inhibitors of Vif-A3G Interactions: qHTS | DNA dC->dU-editing enzyme APOBEC-3G (Homo sapiens), Q9HC16 | HeLa A3G-eYFP + Vif (tagged APOBEC3G with the HIV-1 protein that degrades it), YFP fluorescence, overnight | Potency, µM (titrated, usually from 46.1 µM), without a hit: at the highest dose activity, negative = active, actives largely listed as inhibitors | 410,000 tested, 0.076% active | AID 602310, 2012;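 note: potency is the fitted concentration of half-maximal effect; % is set by controls: 0 for no effect and ±100 for the full control effect; nearly all actives have a fitted effect of over 60% in size; hits raise eYFP signal because A3G escapes Vif-driven loss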
#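 HeLa cells stably expressing Vif and C-terminally eYFP-tagged A3G, seeded overnight at 37 deg C, then exposed to compound by pintool overnight at 37 deg C. Rise in yellow fluorescence (Ex 488/Em 500-530, Acumen) marks blocked Vif-driven A3G degradation.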
# Glioma ERSR ind = qHTS for Inducers of the Endoplasmic Reticulum Stress Response (ERSR) in Human Glioma: qHTS. U87-MG GRP78 promoter luciferase reporter, 16 h. Potency, µM, for inactives: at the top dose activation, hits mostly activators. 420,000 tested, 0.02% active. AID 602332, 2012; note: potency is the fitted concentration of half-maximal effect; series mostly up to about 76 µM; % of control where 0% means no effect; nearly all actives have a fitted effect of over 35% in size
#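 ERSR induction read as luciferase luminescence (Bright-Glo, 10 min at room temperature) in stably transfected human U87-MG glioma cells exposed to compounds for 16 h, using GRP78 as sensor.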
# 12-LOX inh = Primary qHTS assay for inhibitors of human arachidonate 12S-lipoxygenase (ALOX12): Round 2. purified 12hLO, xylenol orange hydroperoxide absorbance. 580,000 tested, 1.1% active. AID 1671190, 2021. Polyunsaturated fatty acid lipoxygenase ALOX12 (Homo sapiens), P18054. Potency, µM (titrated, usually from 108 µM), without a hit: at the highest dose activity change, negative = inhibition, most hits filed as inhibitors; note: potency is the fitted concentration of half-maximal effect; % is set by controls: 0 for no effect and ±100 for the full control effect
# Target sequence (P18054 whole entry, looked up): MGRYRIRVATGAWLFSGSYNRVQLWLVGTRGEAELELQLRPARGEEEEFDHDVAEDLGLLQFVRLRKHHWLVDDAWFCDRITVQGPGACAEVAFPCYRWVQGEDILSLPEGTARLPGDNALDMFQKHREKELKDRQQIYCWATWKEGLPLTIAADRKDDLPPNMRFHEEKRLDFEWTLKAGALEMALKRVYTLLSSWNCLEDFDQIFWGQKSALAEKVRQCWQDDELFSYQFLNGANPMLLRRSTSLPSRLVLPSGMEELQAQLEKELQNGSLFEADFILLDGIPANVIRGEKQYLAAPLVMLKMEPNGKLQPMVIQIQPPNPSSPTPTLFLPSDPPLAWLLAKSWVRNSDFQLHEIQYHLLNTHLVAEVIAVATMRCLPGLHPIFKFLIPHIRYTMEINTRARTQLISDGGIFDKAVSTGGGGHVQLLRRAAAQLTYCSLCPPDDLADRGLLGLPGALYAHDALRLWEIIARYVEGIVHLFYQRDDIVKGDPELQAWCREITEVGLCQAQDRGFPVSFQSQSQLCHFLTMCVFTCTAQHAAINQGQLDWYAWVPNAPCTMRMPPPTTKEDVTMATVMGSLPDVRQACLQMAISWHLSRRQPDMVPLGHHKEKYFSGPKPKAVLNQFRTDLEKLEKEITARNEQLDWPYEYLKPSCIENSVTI
#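 Purified human 12hLO at 150 nM in 25 mM Hepes, 0.01% Triton X-100, pH 7.0, preincubated 15 min at room temperature with compound. Reaction started with 40 uM arachidonic acid, 30 min at room temperature. Hydroperoxide measured by Fe-xylenol orange, 573/405 nm absorbance ratio.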
# RGS4 inh = Inhibitors of Regulator of G Protein Signaling (RGS) 4: qHTS | Potency, µM (doses to about 114 µM), for the others: at the highest dose activity change, negative = inhibition, usual class: inhibitors | Transcreener GDP fluorescence polarization, RGS4-accelerated GTP hydrolysis | Regulator of G-protein signaling 4 (Homo sapiens), P49798 | 390,000 tested, 0.039% active | AID 504845, 2011; note: potency is the fitted concentration of half-maximal effect; % is set by controls: 0 for no effect and ±100 for the full control effect; nearly all actives have a fitted effect of over 75% in size; some results filed as inactive show a strong effect at the top dose
# Target sequence (P49798 whole entry, looked up): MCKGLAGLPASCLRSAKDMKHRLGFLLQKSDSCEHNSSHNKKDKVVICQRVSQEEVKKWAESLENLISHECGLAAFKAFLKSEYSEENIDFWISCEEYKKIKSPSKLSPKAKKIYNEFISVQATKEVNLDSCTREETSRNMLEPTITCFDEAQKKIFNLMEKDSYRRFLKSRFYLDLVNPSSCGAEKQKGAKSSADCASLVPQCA
#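 MLSMR compounds (23 nl, pin-transferred) preincubated 10 min at room temperature with a 500nM (2x) first reagent, then RGS4 at 900nM (2x) plus Transcreener GDP mix added; fluorescence polarization (620/688 nm) read before and after 90 min at 30 °C.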
# LDHA inh = qHTS assay for inhibitors of human lactate dehydrogenase | L-lactate dehydrogenase A chain (Homo sapiens), P00338 | purified LDHA, NADH/diaphorase-resazurin fluorescence; stronger effect = lower value | activity change, % (values are at about 110 or 230 µM) | 480,000 tested, 0.15% active | AID 1347041, 2019; in the data active = activity change below about -30%; inconclusive = mostly about -25% to -30%;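 note: plate controls were DMSO wells for no effect and wells without enzyme for full effect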
#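 Human LDH5 (2 nM) was incubated with 0.06 mM NADH and 0.2 mM pyruvate for 5 min at room temperature in Tris pH 7.4. Remaining NADH was coupled through diaphorase/resazurin, and resorufin fluorescence was read at 0 and 20 min.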
# D2 agonist = HTS Assay for Allosteric Agonists of the Human D2 Dopamine Receptor: Primary Screen for Agonists; AID 485358, 2010; activation, % at 2 µM; HEK293 T-REx D2 cells, calcium flux agonist mode; 340,000 tested, 0.53% active;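 active = activation over 3 SD above normal in the single-dose calcium agonist read, cut at about 30% in these data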; note: 0% is about no effect
#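 In this primary screen, compounds producing a positive calcium signal within 180 s of addition to tetracycline-induced, force-coupled HEK293 Trex D2 cells are flagged; cells are dye-loaded with a no-wash calcium kit beforehand.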
# D2 antag = HTS Assay for Allosteric Antagonists of the Human D2 Dopamine Receptor: Primary Screen for Antagonists. D(2) dopamine receptor (Homo sapiens), P14416. HEK293 TREx D2 cells, calcium flux, dopamine EC80. 340,000 tested, 2% active. inhibition, % at 10 µM; in the data active = inhibition above about 30%; note: 0% is about no effect
#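 In this primary screen, negative modulation is detected by tracking calcium flux after an EC80 dopamine challenge in inducible HEK293 T-REx D2 cells preexposed to test compound for 180 s.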
# Starred values were filed as active, the others as inactive; ? = inconclusive; . = not tested or not shown; & = joins results of further samples; [ ] = remark or other dose. Unless noted, calls come from the whole dose curve; as a rule, active = well fitted curve in the direction sought with a large enough effect; inconclusive = small, poorly fitted or top-dose-only effect, or another doubt; inactive = no such curve, though single readings can be large; an effect the other way counts as inactive or inconclusive.
smiles | 12-LOX inh | Vif-A3F inh | Vif-A3G inh | LDHA inh | Glioma ERSR ind | RGS4 inh | ERG Ets-DNA blk | D2 antag | D2 agonist
CCOc1cc(C2C3=C(CCCC3=O)NC3=C2C(=O)CCC3)ccc1OCCO | ? | 3% | 0% | 3 | -1% | 27% | 0% | -2 | -1.7
Cc1ccc(C(=O)N/C(=C\c2ccc(Cl)cc2)C(=O)NCCN2CCOCC2)cc1 | 11% | 4% | -3% | -5 | -6% | -11% | -6% | -12 | -2.6
CCC(Oc1ccccc1)C(=O)Nc1nnc(C)s1 (centres undefined) | 0% | -7% | 6% | -5 | -2% | -2%[11.4 µM] | 2% | -13 | 0.5
Cc1cc(=O)[nH]c(Nc2ccc(N(C)C)cc2)n1 | 5% | 1% | -3% | 4 | -2% | -14% | 4% | -2 | 0.5
O=C(CCN1C(=O)/C(=C/c2ccccc2Cl)SC1=S)NNC(=O)c1cccnc1 | 5% | 3% | -1% | -4 | -4% | 1% | 21% | -31 | -0.9
O=C(Nc1cccc(S(=O)(=O)Nc2ccc(Cl)cc2)c1)c1ccc2c(c1)OCCO2 | ? | 16% | -7% | -7 | 1% | 15% | 3% | 2 | 1.3
COc1ccc(CCCNC(=O)CC#N)cc1OC | 0% | 0% | 0% | -4 | -7% | -14%[11.4 µM] | 12% | . | .
COc1ccc(S(=O)(=O)N2CC3CCCN3c3cc(C(F)(F)F)ccc32)cc1 (centres undefined) | -15% | 8% | 1% | 2 | -6% | 1% | -10% | -1 | -0.4
CSc1ccccc1N=CC1=C(O)CC(C)(C)CC1=O | 9% | -2% | -1% | 1 | -1% | -43% | . | 4 | 0.8
O=C1C=C(NCCc2cc(Br)c(O)c(Br)c2)C(=O)c2ncccc21 | 35µM* | -24% | ? | 37 | -6% | ? | -21% | . | .
Cc1ccc(NC(=O)CNC(=O)c2ccc(Oc3ccccc3)cc2)nc1 | 1% | -7% | -10% | -4 | 2% | 14% | -2% | . | .
COC(=O)c1ccc(N(C(=O)c2ccco2)C(C(=O)NC2CCCC2)c2ccco2)cc1 (centres undefined) | 6% | -2% | -4% | -3 | -2% | -21% | 0% | 16 | 0.2
O=C(/C=C/c1ccc(Cl)cc1Cl)Nc1cccc(S(=O)(=O)NC2=NCCCCC2)c1 | 7% | 6% | -2% | 1 | 1% | -32% | 4% | 13 | 0.3
COc1ccc(-c2cn(CCO)c(-c3ccncc3)n2)cc1 | -49% | -10% | -3% | -3 | -3% | 2% | 7% | 8 | 0.1
CCOc1ccc(C2=C(C=C(C#N)C#N)C(c3ccccc3)c3ccccc3O2)cc1 (centres undefined) | -11% | 8% | -11% | -1 | -6% | 17% | 16% | -10 | 0.5
COc1ccc2nc(SCC(=O)N(C)C3CCCCC3)c(C#N)cc2c1 | 0% | -1% | 2% | 9 | 1% | 4% | -1% | -11 | 0.0
Cc1cc2ccccc2cc1C(=O)c1ccccc1 | -3% | -5% | -26% | 3 | 4% | 15% | -7% | . | .
Cc1ccc(NC(=O)CCS(=O)(=O)c2cccc3nsnc23)c(C)c1 | -15% | -3% | 0% | -12 | -2% | 23% | 7% | . | 0.3
Cc1ccc(CN2C3=NCCN3c3ccccc32)cc1 | -10% | 2% | 0% | -5 | -2% | -17% | 0% | 4 | -0.2
C=CCn1c(SCC(=O)Nc2cc3oc4ccccc4c3cc2OC)nnc1-c1cnccn1 | 0% | 3% | 5% | -4 | 0% | 32% | -6% | -14 | 1.1
CCN1CCN(Cc2ccc(NC(=O)CC3Oc4ccc(C)cc4NC3=O)cc2)CC1 (centres undefined) | -1% | 2% | -4% | 2 | -4% | -4% | -14% | 19 | 2.8
CCCCC(c1nnnn1CCOC)N1CCN(C)CC1 (centres undefined) | ? | 0% | -1% | -1 | -7% | 16% | 1% | 2 | -0.4
CCc1cccc(N2C(=O)CSC23C(=O)N(Cc2ccccc2F)c2ccccc23)c1 (centres undefined) | -21% | 7% | -1% | 3 | -4% | -12% | -3% | . | -0.8
COc1ccc(S(=O)(=O)Nc2cccc(N(C)S(C)(=O)=O)c2)cc1C | 2% | 0% | 2% | -7 | -3% | 17% | . | -6 | 1.3
CC(C)N(Cc1nc(-c2ccc3c(c2)OCO3)no1)CC1CCC(=O)N1 (centres undefined) | 2% | 12% | -6% | -2 | -2% | 7% | -3% | -2 | 0.1
N#Cc1c(/N=C/c2cccs2)sc2c1CCCCC2 | -17% | -14% | 2% | -1 | -11% | -9% | 7% | -3 | 0.2
OCC1(Cc2ccccc2)CCCN(Cc2ccc(-c3ccco3)cc2)C1 (centres undefined) | -21% | ? | -6% | -1 | -4% | -42% | 10% | 54* | -1.9
Cc1ccc(Cn2ccc(NC(=O)c3nc4ncccn4n3)n2)cc1 | 9% | -8% | 2% | -2 | 0% | -7% | -7% | -1 | -0.3
COc1ccc(NC(=O)c2ccc3c(c2)CCN3S(=O)(=O)c2ccc(C)cc2)cc1Cl | -7% | 1% | -2% | 3 | -3% | -11% | 0% | . | 0.6
O=C(NNS(=O)(=O)c1ccc(F)cc1)c1ccc(S(=O)(=O)N2CCCCC2)cc1 | 5% | -3% | 6% | 3 | -4% | -12% | -2% | -7 | 0.9
CCOC(=O)N1CCC(NC(=O)C(NS(=O)(=O)c2ccc3c(c2)CCN3C(C)=O)C(C)C)CC1 (centres undefined) | 0% | -22% | 0% | -7 | -2% | -21% | -16% | . | .
COC(=O)c1ccccc1NC(=S)NC(=O)c1ccc2ccccc2c1 | ? | -12% | -3% | -4 | -2% | -51% | 2% | 29 | -0.4
CCOc1ccc(/C=N/NC(=O)c2cc3c(OC)cc(OC)c(OC)c3[nH]2)cc1 | -9% | -8% | ? | 4 | 2% | -6% | 4% | 56* | 0.4
Cc1ccccc1OCc1ccc(-c2nc(C#N)c(N3CCCCC3)o2)o1 | ? | -7% | 2% | -5 | -3% | -11% | -2% | . | .
O=C1c2ccccc2C(O)N1Cc1cccs1 (centres undefined) | 12% | 2% | -1% | -3 | -4% | 21% | 6% | 47* | -0.1
Cc1cccc(OCCN2C(=O)C(=O)c3cccc(C)c32)c1 | -21% | -8% | -1% | -10 | -3% | -3% | 0% | 3 | 0.5
CCOC(=O)C1CCCN(Cc2nc(Cc3ccccc3Cl)no2)C1 (centres undefined) | 1% | 0% | -1% | -10 | -2% | 9% | -13% | -16 | 0.3
Nc1nc(N2CCCCC2)c(C=O)c(N2CCCCC2)n1 | -8% | 4% | -1% | 17 | 0% | -4% | 11% | . | .
S=c1[nH]nc(-c2ccccc2Cl)n1/N=C/C=C/c1ccco1 | ? | -18% | -6% | 0 | -3% | -43% | 39%[activator] | -11 | -0.8
CC(=O)c1cccc(NC(=O)C2CCCN(S(C)(=O)=O)C2)c1 (centres undefined) | 13% | -2% | -5% | -6 | -3% | 12% | . | 8 | -0.6
O=C(CN(Cc1ccc(F)cc1)S(=O)(=O)c1ccccc1)N1CCCCC1 | -3% | 1% | 0% | -4 | -5% | 5% | -8% | 17 | 0.5
CN1CCN(CC(O)COCCOc2ccc(Br)cc2)CC1 (centres undefined) | -25% | -2% | 0% | -7 | -1% | ? | -2% | 15 | 0.6
COc1ccc(-c2c(C)c3ccc(O)c(CN4CCCC4)c3oc2=O)cc1 | -18% | -12% | 6% | -4 | 6% | -15% | -3% | . | 0.1
CCOCCCNC(=O)c1ccc(CS(=O)(=O)Cc2ccc(C)cc2)o1 | -13% | -3% | 3% | -5 | -1% | -27% | . | -20 | 0.1
CN(C)c1ccnc(N(Cc2ccccc2)Cc2ccccc2)c1C#N | . | 4% | 0% | 0 | 6% | -26% | . | 6 | -1.0
C=CCN1C(=O)c2ccc(C(=O)NCCc3ccc(F)cc3)cc2C1=O | 31%[activator] | 5% | -2% | -3 | 0% | -1% | -2% | . | .
CC(=O)NC(c1cccc(F)c1)c1nc(-c2cnc3ccccc3c2)cs1 (centres undefined) | -8% | . | -3% | 1 | 1% | . | . | . | .
Cc1cc(C)cc(NC(=O)CN2CCN(C(=O)c3cccs3)CC2)c1 | -23% | -5% | -5% | -8 | 1% | -8% | -6% | . | .
CCCCC(CC)COC(=O)c1ccc(N(C)C)cc1 (centres undefined) | 22% | -4% | 1% | 0 | 1%&-3% | 0% | -1% | . | .
CN(C1CCCCC1)S(=O)(=O)c1cccc(C#N)c1 | -4% | 1% | -1% | -3 | -4% | -49% | 24% | 20 | -1.0
Cc1c(Cl)c([N+](=O)[O-])nn1CCCC(=O)Nc1cccnc1 | -2% | 0% | 1% | -2 | -6% | 19% | 3% | -7 | -6.1
Cc1nc2c(S(=O)(=O)c3ccccc3)cnn2c(C)c1C | 0% | 9% | 0% | -8 | -4% | 11% | 5% | -2 | 2.1

# Some of the compounds tested; count on the stated rates, not on these rows.
